# AID inh – activation induced cytidine deaminase inhibition. Potency, µM (top dose mostly 115 µM), for inactives: top-dose activity change, negative = inhibition, usual class: inhibitors. AID deamination FRET fluorescence, UDG-coupled, 4 h. AID 1347428. 91,000 compounds, 0.32% hits. Q9GZX7; also: nearly all actives have a fitted effect of over 25% in size
# Target sequence (Q9GZX7 whole entry, looked up): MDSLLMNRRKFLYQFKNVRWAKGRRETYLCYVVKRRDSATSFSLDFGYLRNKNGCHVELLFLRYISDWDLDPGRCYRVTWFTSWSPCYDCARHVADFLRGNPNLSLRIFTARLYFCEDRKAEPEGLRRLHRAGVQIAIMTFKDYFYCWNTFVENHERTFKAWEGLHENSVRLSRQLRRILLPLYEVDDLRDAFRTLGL
# UDG counter – UDG inhibition counter-screen; AID 1347430; FRET deamination/UDG coupled assay, UDG read, 4 h; 91,000 compounds, 0.14% hits; Potency, µM (titrated, usually from 115 µM), for the others: top-dose activity change, negative = inhibition, hits mostly inhibitors; also: nearly all actives have a fitted effect of over 65% in size
# Active calls of the source: *; ? = inconclusive; [ ] = dose if it differs, or a comment. Calls follow the shape of the dose curve; as a rule, active = well fitted curve in the direction sought with a large enough effect; inconclusive = small, poorly fitted or top-dose-only effect, or another doubt; inactive = no such curve, though single readings can be large; an effect the other way counts as inactive or inconclusive. % is scaled to controls: 0 for no effect and ±100 for the full control effect; potency is read from the fitted curve at half-maximal effect.
SMILES,AID inh,UDG counter
COc1cccc(CSc2nc3cc(OC)c(OC)cc3c3nc(CCn4nc(C)cc4C)nn23)c1,-19%,-4%
CN(C)C(=O)CCSc1ccc(F)cc1,-16%,-9%
COc1cc(NC(=O)CCSc2nc(-c3ccco3)cc(C(F)(F)F)n2)cc(OC)c1OC,-3%,-2%
O=c1cc(-c2ccccc2)nc2cc(-c3ccc(F)cc3)[nH]n12,-29%,-2%
CCC(C)Sc1oc(-c2ccco2)nc1S(=O)(=O)c1ccc(C)cc1 (stereo not drawn),-12%,?
COc1ccccc1CNC(=O)c1ccc2nc(N3CCCCC3)sc2c1,7%,-4%
Cc1ccc(S(=O)(=O)N2CCN(CCNC(=O)c3cccc(C(F)(F)F)c3)CC2)cc1,-11%,-2%
Cc1ccccc1-c1nnn(Cc2cc(=O)oc3c(C)c(C)ccc23)n1,0%,3%
Cn1c(=O)c2c(nc(CN3CCN(c4ccccc4F)CC3)n2Cc2ccc(F)cc2)n(C)c1=O,?,1%
Cc1ccsc1CCN1C(=O)N(c2ccccc2)C(=O)C1CC(=O)Nc1ccc(Cl)cc1 (stereo not drawn),3%,?
CCc1ccc(CNC(=O)C2CCN(c3nc4ccccc4nc3C(F)(F)F)CC2)cc1,8%,9%
CCOc1ccc(CC(=O)NCC(c2cccs2)S(=O)(=O)c2ccc(F)c(C)c2)cc1 (stereo not drawn),1%,-4%
CCN(C(=O)C1CCC(CNS(=O)(=O)c2cccc3nsnc23)CC1)c1ccc(C)c(C)c1 (stereo not drawn),12%[57.5 µM],7%[57.5 µM]
CCc1ccc2nc(-c3ccncc3)cc(C(=O)O)c2c1,15%,5%
Cc1ccc2nc(/C(C#N)=C\c3ccc(-c4cc(C(=O)O)cc(C(=O)O)c4)o3)[nH]c2c1,12%,-15%
COc1cc(/C=C/c2nc(-c3ccccc3)nc(-c3ccccc3O)n2)cc(OC)c1OC,4%,4%
O=C(NCCc1ccc(Cl)cc1)c1ccc(Cn2c(=O)c3cccn3c3cccnc32)cc1,-19%,4%
CCCOc1c(OC)cccc1C1CC(=O)Nc2c1c(C)nn2-c1ccc(=O)[nH]n1 (stereo not drawn),-7%,-1%
COc1ccc(-n2c(SCc3nc(-c4ccc(C)cc4)no3)nnc2-c2ccncc2)cc1,?,?
NS(=O)(=O)c1ccc(N/N=C2/CCc3ccccc32)c([N+](=O)[O-])c1,-2%,-6%
CCC1CCC(C(=O)NC(C(=O)NCCN(CC(C)C)CC(C)C)C(C)C)CC1 (stereo not drawn),52%[activator],5%
COc1cc(C2SCCS2)ccc1OC(=O)COc1ccccc1C,-5%,-2%
CCN(c1ccccc1)C(CNS(=O)(=O)c1ccccc1)c1ccccc1 (stereo not drawn),-12%,?
CCCCCCCCSCCC(=O)O,4%,1%
Cc1ccc(-n2c(=O)c3c(cnn3C)n(Cc3ccc(Cl)cc3)c2=O)cc1,0%,-8%

# Following part
SMILES,AID inh,UDG counter
Cc1cc2nn(-c3ccccc3)nc2cc1NC(=O)c1cccc2c(Cl)cccc12,46%[activator],3%
CCCCc1cc(=O)oc2c(C)c(OCC)ccc12,-19%,-7%
NC(Cc1cccc(-c2ccccc2CP(=O)(O)O)c1)C(=O)O (stereo not drawn),0%,1%
CCOC(=O)c1c(-c2ccccc2)csc1NC(=O)c1cc(-c2ccc(Cl)cc2)on1,2%,-27%
Cc1ccc(C(=O)/C=C/c2cc(Br)c(O)c(Br)c2)cc1,?,-11%
CC#CC[N+](C)(C)CC(=O)c1ccccc1,7%,-12%
CC(C)(C)c1ccc(/C=N/c2sc3c(c2C#N)CCCC3)cc1,6%,-6%
CCOC(=O)C1(C)C=C(Nc2cccc(C(=O)O)c2)C(=O)N1c1cccc(C(=O)O)c1 (stereo not drawn),11%,-4%
CCCN1C(=O)c2[nH]nc(-c3ccccc3O)c2C1c1ccc(OCc2ccccc2)c(OCC)c1 (stereo not drawn),-13%,-20%
COc1ccc(-c2cn3c(n2)sc2cc(C(=O)NC4CCCc5ccccc54)ccc23)cc1 (stereo not drawn),4%,3%[57.5 µM]
COc1ccc(Nc2nc(Nc3ccc(OC)cc3OC)nc(N3CCOCC3)n2)c(OC)c1,-20%,-12%
COc1ccc(C2C(=O)N(C3CCCCC3)CC(=O)N2Cc2ccccc2Cl)cc1OC (stereo not drawn),7%,-12%
O=C(Nc1ccc2c3c(cccc13)CC2)c1ccc(Cl)cc1,-11%,-14%
COc1cc(C(CC(=O)NCc2ccc(F)cc2)N2Cc3ccccc3C2=O)cc(OC)c1OC (stereo not drawn),?,-13%
CCOC(=O)c1cnc(N2CCN(c3ccc(OC)cc3)CC2)c2ccccc12,?,-11%
CNC(=O)C1CCC(Cn2c(=O)c3sccc3n(CC(=O)NCc3cccc(OC)c3)c2=O)CC1 (stereo not drawn),?,-2%
COc1cc(/C=c2\s/c(=C\C(=O)C(C)(C)C)[nH]c2=O)cc(Cl)c1OC(C)C,-13%,-10%
COc1ccc(CNC(=O)Cn2c(=O)nc(-c3ccccc3)c3cc(Cl)ccc32)cc1OC,13%,0%
Cc1cccc(N2CCN(C(C(=O)O)c3cn(C)c4ccc(C(=O)O)cc34)CC2)c1C (stereo not drawn),7%,-1%
Cc1ccc(NC(=O)CN2C(=O)CCSc3ccccc32)c(C)c1,-12%,4%
CCOC(=O)N1CCc2c(sc3c2c(=O)n(-c2ccc(F)cc2)c(=O)n3CC(=O)c2ccc(Cl)cc2)C1,-3%,-5%[57.5 µM]
Cc1ccccc1-n1c(C)nnc1SCC(=O)Nc1c(C#N)c(C)c(C)n1Cc1ccccc1,-3%,-3%
Cc1nc2nc(N(Cc3ccc(F)cc3)C(=O)c3ccco3)[nH]n2c(=O)c1C,5%,-4%
CCN(C(=O)C1CC1)C1CCCCC1,-2%,-7%
Fc1ccc(/C=N/NC(=S)NCc2ccccc2)cc1F,-1%,3%

# One compound at a time, as listed above.
# O=C(Nc1ccc2c3c(cccc13)CC2)c1ccc(Cl)cc1 is listed with AID inh = -11%; UDG counter = -14%
# COc1cc(/C=c2\s/c(=C\C(=O)C(C)(C)C)[nH]c2=O)cc(Cl)c1OC(C)C is listed with AID inh = -13%; UDG counter = -10%

# Remaining list, next part:
SMILES,AID inh,UDG counter
COc1cccc(-c2csc(NC3OC(=O)c4c3ccc(OC)c4OC)n2)c1 (stereo not drawn),-11%,8%
CC(C)c1cnc2c(c1SCC(=O)N1CCCCC1)c(=O)n(C)c(=O)n2C,-9%,-4%[57.5 µM]
Cc1cc(C)c(C(=O)COC(=O)c2ccc(-c3ccccc3)cc2)c(C)c1,1%,-5%
CC(C)c1ccc(NC(=O)CN2C(=O)CSc3ccc(S(=O)(=O)N4CCCC4)cc32)cc1,-7%,3%[57.5 µM]
CCOc1ccc(-n2c(=O)c3c(C)c(C)sc3n(CC(=O)N3CCC(C)CC3)c2=O)cc1,5%,17%
O=C(Nc1ccccc1Sc1ccccc1)C1CC=CCC1 (stereo not drawn),-13%,-3%
Cc1ccccc1NC(=O)c1ccc(F)c(S(=O)(=O)N2CCN(c3ccccc3F)CC2)c1,2%,1%
Cc1ccc(OCC(=O)Nc2cccc(-c3nc4ccccc4s3)c2)cc1,103%[activator],9%
CCCCc1cc(=O)oc2cc(OCC(=O)NCc3ccc(S(N)(=O)=O)cc3)ccc12,-2%,1%
Cc1cc(C=O)cc(C)c1OCc1ccccn1,0%,1%
CCOc1ccc(NC(=O)N2CCC(CN3CCCCCC3)CC2)cc1,20%,-1%
CCc1ccccc1NC(=O)Cn1c(=O)nc(-c2ccccc2)c2ccccc21,-5%,-11%
COc1ccc(C(=O)c2cn(Cc3ccc(C)cc3)c3cc4c(cc3c2=O)OCO4)cc1,?,-7%
O=c1c2ccccc2n2c(-c3ccccc3F)nnc2n1CCc1ccccc1,9%,-9%
COc1cccc(NC(=O)Cc2c(C)c3c(O)cc(C)cc3oc2=O)c1,6%,8%
COc1ccc(NC(=O)c2ccc3c(c2)OCCCO3)cn1,2%,0%
Cc1nc(-c2ccc(Cl)cc2)sc1CCNC(=O)c1cccs1,7%,36%[activator]
Cc1cc2c(cc1S(=O)(=O)NCc1ccccc1Cl)OCC(=O)N2,-10%,7%
COc1ccc(NC(=O)CSc2nccn2Cc2ccco2)c(OC)c1,8%,-1%
O=C(C(c1ccccc1)c1ccccc1)N(C1CCCCC1)C1CCCCC1,1%,3%
COc1ccc(C)cc1NC(=O)CN1c2ccccc2S(=O)(=O)c2ccccc21,21%,0%
c1ccc2c(NC3C4CC5CC(C4)CC3C5)nc(N3CCCC3)nc2c1 (stereo not drawn),?,-7%
COc1cccc(N2CC(NC(=O)/C=C\c3ccc(OC)c(OC)c3)CC2=O)c1 (stereo not drawn),-26%,-5%
FC(F)(F)c1ccc(-c2noc(CSc3nc4ccccc4o3)n2)cc1,-4%,-7%
S=C(NCc1ccc(Cl)cc1)NC1CC2CCC1C2 (stereo not drawn),-18%,-6%

# Among those listed so far, 10 have an aryl thioether with sulfur outside any ring:
SMILES,AID inh,UDG counter
COc1cccc(CSc2nc3cc(OC)c(OC)cc3c3nc(CCn4nc(C)cc4C)nn23)c1,-19%,-4%
CN(C)C(=O)CCSc1ccc(F)cc1,-16%,-9%
COc1cc(NC(=O)CCSc2nc(-c3ccco3)cc(C(F)(F)F)n2)cc(OC)c1OC,-3%,-2%
CCC(C)Sc1oc(-c2ccco2)nc1S(=O)(=O)c1ccc(C)cc1 (stereo not drawn),-12%,?
COc1ccc(-n2c(SCc3nc(-c4ccc(C)cc4)no3)nnc2-c2ccncc2)cc1,?,?
Cc1ccccc1-n1c(C)nnc1SCC(=O)Nc1c(C#N)c(C)c(C)n1Cc1ccccc1,-3%,-3%
CC(C)c1cnc2c(c1SCC(=O)N1CCCCC1)c(=O)n(C)c(=O)n2C,-9%,-4%[57.5 µM]
O=C(Nc1ccccc1Sc1ccccc1)C1CC=CCC1 (stereo not drawn),-13%,-3%
COc1ccc(NC(=O)CSc2nccn2Cc2ccco2)c(OC)c1,8%,-1%
FC(F)(F)c1ccc(-c2noc(CSc3nc4ccccc4o3)n2)cc1,-4%,-7%

# Going on with the list:
SMILES,AID inh,UDG counter
CCCCNc1sc(S(=O)(=O)CCC)nc1S(=O)(=O)c1ccc(C)cc1,-12%,-5%
Cc1ccc(CNC(=O)CCCN2C(=O)COc3ccc(C)cc32)cc1,-30%,-10%
COC(=O)c1ccc(CNC(=O)c2ccc3c(c2)CCCC3)cc1,-6%,1%
CCSc1nc(-c2ccc(Cl)cc2)nc2c1Cc1c(CO)cnc(C)c1O2,?,-3%
O=C(COc1ccccc1F)Nc1ccc2nc(SCC(=O)N3CCc4ccccc43)sc2c1,22%,17%
COc1cccc(NC2=CC(c3ccc(C(C)C)cc3)N(c3cccc(OC)c3)C2=O)c1 (stereo not drawn),?,-12%
CCOc1ccc(-c2nnc(SCC(=O)NC3CCCCC3)nc2-c2ccc(OCC)cc2)cc1,-7%,-3%
Cc1ccc(NC(=O)CN2C(=O)C3(SCC(=O)N3c3ccc(F)c(F)c3)c3ccccc32)c(C)c1 (stereo not drawn),7%,1%
Cc1ccc(NC(=O)CSc2nc3ccccc3n2CCC#N)cc1C,1%,1%
Cc1ccc2c(c1)c(=O)c(C(=O)c1ccncc1)cn2CC(=O)Nc1c(C)cccc1C,16%,-6%
CCNC(=O)NC(=O)CN(CCC1CCCCC1)CC(N)=O,-15%,-6%
COc1cc(C2c3c(-c4cc(C)cc(C)c4O)n[nH]c3C(=O)N2Cc2cccnc2)ccc1O (stereo not drawn),4%,-1%
O=C(CCNS(=O)(=O)c1ccc2c(c1)CCN2C(=O)C1CC1)Nc1ccc(OC(F)(F)F)cc1,0%,-5%
CCCn1c(CCC(=O)Nc2ccc(C)c(Cl)c2)nc2cccnc21,6%,?
COc1ccc(C)cc1CN1CCN(C(=O)Nc2ccc(F)cc2)CC1,-1%,5%
O=c1c(-c2ccc(Cl)cc2)c(C(F)(F)F)oc2c(CN3CCCCC3)c(O)ccc12,-20%,0%
O=C(Cn1c2ncccc2c(=O)n1-c1ccccc1)Nc1cccc(C(F)(F)F)c1,?,?
COc1cccc(CNC(=O)CCNS(=O)(=O)c2ccc3c(c2)oc(=O)n3C)c1,-6%,3%
COc1ccc2c(Sc3ccc(Cl)cc3)c(C(=O)N3CCCCC3)[nH]c2c1,?,-10%
COc1ccc(CC(C)NS(=O)(=O)c2ccc3c(c2)CCN3S(C)(=O)=O)cc1OC (stereo not drawn),26%,10%
Cn1c(=O)n(C)c2cc(NC(=O)CN3C(=O)COc4ccccc43)ccc21,10%,13%
Cc1cccc(Cn2c(Cc3ccccc3)nc3ccccc32)c1,?,-14%[57.5 µM]
CCOc1ccc(-c2cc(-c3nc(-c4cc(OC)c(OC)c(OC)c4)no3)[nH]n2)cc1,-1%,4%
CC(C)c1ccc(-n2nnnc2C2(Nc3ccccc3)CCCC2)cc1,-5%,3%
Cc1ccc(CSc2ncc(Cl)c(C(=O)Oc3ccccc3F)n2)cc1,-13%,6%

# (continued)
SMILES,AID inh,UDG counter
S=C(NCc1cccnc1)Nc1ccc(Br)cc1Cl,18%,-1%
CCOc1ccc(-n2c(-c3ccc(OC)cc3)cc3c2CC(C)(C)CC3=O)cc1,-8%,-18%
CCOC(=O)C(N)c1ccc(OC(C)C)cc1 (stereo not drawn),1%,-6%
COc1ccc(-c2nnc(SCC(=O)NCCc3ccc(OC)c(OC)c3)nc2-c2ccc(OC)cc2)cc1,-9%[57.5 µM],-13%[57.5 µM]
CCCn1c2ccccc2c2nnc(SCc3ccc(F)cc3)nc21,-5%,9%
CC1=C(C(=O)OC(C)(C)C)C(c2cccc3ccccc23)NC(=S)N1 (stereo not drawn),2%,2%
CC1CCCCN1CCCNC1CCCC1 (stereo not drawn),9%,-1%

# Compound activity as filed in PubChem.

# Only part of the results is shown (hit frequency here may not be typical).
